Glyco luc inh: N-linked glycosylation inhibition; D54 ERlucT glycosylation luciferase reporter, 24 h; percent of 100 nM tunicamycin response; 360,000 tested, 0.23% active; reporter increase, % at 12.5 µM;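 active = mean luciferase reporter signal, scaled so untreated is 0 and the glycosylation-blocking control 100, at or above a set limit in every replicate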;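 note: luciferase carries N-glycosylation sites so blocking glycosylation raises the light; 0% = median of neutral control wells and 100% = median of 100 nM tunicamycin wells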
HTR2A ag: mouse HTR2A agonism via beta-arrestin recruitment | P35363 | CHO-K1 mHTR2A beta-arrestin complementation, luminescence; percent of 30 µM serotonin response | activation, % at 7.6 µM | 360,000 tested, 0.66% active | AID 624169;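 active = activation above a run cutoff, the mean activation of all tested compounds plus 3 SD, cut at about 14% in these data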;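 note: 0% = plate median of compound wells and 100% = 30 µM serotonin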
Target sequence (P35363 whole entry, looked up): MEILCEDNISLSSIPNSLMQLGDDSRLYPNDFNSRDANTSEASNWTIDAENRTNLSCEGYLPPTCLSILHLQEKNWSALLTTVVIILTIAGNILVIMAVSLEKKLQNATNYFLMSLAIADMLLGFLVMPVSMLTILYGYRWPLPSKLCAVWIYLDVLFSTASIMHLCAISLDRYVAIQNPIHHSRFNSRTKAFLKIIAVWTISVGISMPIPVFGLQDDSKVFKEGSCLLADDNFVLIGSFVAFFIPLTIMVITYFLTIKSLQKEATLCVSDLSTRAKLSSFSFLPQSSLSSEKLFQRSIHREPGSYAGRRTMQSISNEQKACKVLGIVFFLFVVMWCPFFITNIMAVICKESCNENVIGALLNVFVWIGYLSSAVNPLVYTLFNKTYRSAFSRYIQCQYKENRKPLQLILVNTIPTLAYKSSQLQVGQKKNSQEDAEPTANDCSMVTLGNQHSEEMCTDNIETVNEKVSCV
MC4R ag barr: human MC4R agonism via beta-arrestin | P32245 | U2OS MC4R beta-arrestin complementation, luminescence; percent of melanotan II response, DMSO zero | activation, % at 8.9 µM | 360,000 tested, 0.98% active;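 active = activation above a per-plate cutoff, the mean activation of sample wells on that plate plus 3 SD, cut at about 8% in these data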
Target sequence (P32245 whole entry, looked up): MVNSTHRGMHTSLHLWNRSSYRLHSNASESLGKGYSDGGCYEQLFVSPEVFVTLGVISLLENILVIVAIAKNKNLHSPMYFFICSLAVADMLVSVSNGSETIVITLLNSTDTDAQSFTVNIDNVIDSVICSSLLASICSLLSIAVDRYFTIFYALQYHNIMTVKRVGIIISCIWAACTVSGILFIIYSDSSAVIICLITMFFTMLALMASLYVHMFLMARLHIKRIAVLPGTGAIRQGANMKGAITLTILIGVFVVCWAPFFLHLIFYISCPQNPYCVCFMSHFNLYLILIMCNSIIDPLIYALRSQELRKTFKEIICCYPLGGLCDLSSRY
H9c2 protect: modulators protecting cardiomyocytes from myocardial damage. 360,000 tested, 0.63% active. H9c2 cardiomyocytes, H2O2 injury protection, ATPLite, 2 h. protection from H2O2 cell death, % at 20 µM;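 active = compounds giving at least 50% protection of heart cells from peroxide-induced death in the single-dose screen, raw or plate-pattern-corrected value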;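 note: 0% = DMSO wells with peroxide and 100% = DMSO wells without peroxide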
MC4R antag cAMP: blocks human MC4R cAMP signaling | 360,000 tested, 0.48% active | P32245 | MC4R-expressing cells, MTII-stimulated cAMP, LANCE TR-FRET | inhibition, % at 6.5 µM;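 active = inhibition above its plate's cutoff, the mean of tested wells on that plate plus 3 SD, cut at about 29% in these data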;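 note: 0% = Melanotan II alone and 100% = Melanotan II plus saturating MCL0020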
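Material: human MC4R-expressing U2OS cells. Probe or stimulus: Melanotan II challenge. Dosing: 6.5 µM single dose. Times: 30-min compound, 1-h challenge, 1-h detection, room temperature. Technique: TR-FRET with Eu-cAMP and labeled anti-cAMP, 671 nm. Replication: singlicate.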
Exocytosis inh: blocks lytic granule exocytosis; TALL-104 LAMP-1 surface exposure, flow cytometry; cells stimulated with thapsigargin and PMA; inhibition, % at 10 µM; 360,000 tested, 0.66% active; AID 651702;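 active = inhibition above about 55%, limit read from the data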
ABHD5-PLIN5 inh: inhibitors of human ABHD5-perilipin-5 interaction; inhibition, % at 4 µM; 360,000 tested, 0.78% active; Split G. princeps luciferase complementation, luminescence, 4 h; Q00G26+Q8WTS1;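 active = inhibition above the mean inhibition across every tested compound plus 3 SD, cut at about 22% in these data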;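 note: 0% = DMSO only wells and the 100% control is not disclosed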
ABCB6 inh MLPCN: inhibitors of human ABC transporter ABCB6 | Q9NP58 | K562-ABCB6 porphyrin accumulation, flow cytometry, 1 h; active compounds read low | fluorescence ratio to DMSO, % at 10 µM | 360,000 tested, 0.19% active | AID 602162;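 active = fluorescence ratio to DMSO below 75%, the collection mean minus 3 SD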;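 note: signal is porphyrin accumulated inside mitochondria; 100% equals median channel fluorescence of DMSO control wells; lower ratio means ABCB6 inhibition with less porphyrin fluorescence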
hiPSC survival: increases survival of single human iPS cells | 360,000 tested, 0.044% active | AID 602274 | hiPSC single-cell survival, ATPlite luminescence; 100% = ROCK inhibitor wells, 0% = DMSO | survival enhancement, % at 20 µM; in the data active = survival enhancement above about 18%;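 note: cells exposed to compounds for 16 hours before the ATP read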
aDG glyco up: increases alpha dystroglycan glycosylation; Pro5-aDG cells, alpha-DG glycosylation AlphaScreen (IIH6); 0% Pro5, 100% B10-LARGE cell signal; activation, % at 10 µM; 360,000 tested, 0.22% active; AID 624168;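 active = activation of at least 8% versus controls, or a plate z-score of at least 8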;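 note: Pro5 are CHO cells carrying HIG-tagged alpha-DG that lacks glycosylation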
Numbers without * were called inactive; x = no result given.

SMILES	Glyco luc inh	HTR2A ag	MC4R ag barr	H9c2 protect	MC4R antag cAMP	Exocytosis inh	ABHD5-PLIN5 inh	ABCB6 inh MLPCN	hiPSC survival	aDG glyco up
Cc1ccc(NC(=O)C2C3C=CC4(O3)C2C(=O)N(CCCN2CCCC(C)C2)C4C(=O)NC2CCCCC2)cc1 (stereo not drawn)	0	-8	0.3	3	5	-1	0	99	-0.3	0.0
CC1CC(C)CN(c2ncc3c(n2)CC(c2ccccc2Cl)CC3=O)C1 (stereo not drawn)	-1	3	-2.2	-12	1	-7	-2	92	4.3	0.0
Cn1c(/C(C#N)=N/O)nc2ccccc21	2	-2	-0.2	8	4	-4	5	89	-1.5	0.2
Cc1ccc(NC(=O)CN2C(=O)S/C(=C\c3ccc(-c4cccc(C(=O)O)c4C)o3)C2=O)cc1C	1	-1	-2.6	-3	25	0	6	100	-1.3	-0.3
CC(C)(C)NC(=O)CN(Cc1ccc2c(c1)OCO2)C(=O)CCC(=O)Nc1nccs1	1	4	1.6	4	8	0	1	105	3.0	0.1
CC(C)(C)c1ccc(C(=O)C2CCCN(C(=O)CN3CCCC3=O)C2)cc1 (stereo not drawn)	-1	-5	-2.3	-3	-1	0	0	100	2.3	0.0
O=C(NC1CCCCC1)C1CCC(CNS(=O)(=O)c2cccc3nsnc23)CC1 (stereo not drawn)	1	-4	1.1	6	2	-2	-8	107	-1.3	0.2
Cc1ccc(-c2nnc(N(C)C(=O)c3ccccn3)s2)cn1	1	2	0.1	8	12	-1	4	111	0.9	0.6
O=C(CCSc1nc2ccccc2o1)Nc1ccccc1	-1	0	0.3	-9	4	6	1	100	0.2	-0.1
CNC(=O)c1csc(-c2ccccc2)n1	1	5	-0.2	2	14	-1	3	95	3.1	1.1
O=C(NC(Nc1cc(C(F)(F)F)ccc1Cl)C(=O)c1ccccc1)c1ccccc1 (stereo not drawn)	-5	-2	2.4	-3	-1	2	-4	92	0.5	1.6
O=C(Nn1c(SCc2cccc([N+](=O)[O-])c2)nc2ccccc2c1=O)c1ccccc1	-3	-7	-2.7	8	-2	1	3	98	-0.9	-0.2
CC1=C(C(=O)OC(C)C)C(c2ccncc2)n2ncnc2N1 (stereo not drawn)	-2	0	-0.3	-1	0	-3	3	98	-6.3	-0.1
CCn1cc(C(=O)C(F)(F)F)c2ccccc21	0	-6	-1.2	-3	-5	0	-4	107	-0.2	0.1
CC(C)NC(=O)C1(C)CCN1Cc1cccc(Cl)c1 (stereo not drawn)	-1	-8	-0.8	8	2	-1	-2	98	-3.0	0.1
CCCC[C@@]1(C2CCCC2)Cc2cc(OCC(=O)O)c(Cl)c(Cl)c2C1=O	3	-1	-1.2	8	13	-1	-5	111	2.7	0.1
CCN(Cc1ccccc1)C(=O)C(=O)c1cn(CC(=O)N2CCCC2)c2ccccc12	0	16*	-0.4	9	-4	-3	6	98	-0.1	0.2
CC(C)NC(=O)NC(=O)CSc1ccc(S(=O)(=O)N2CCCC2)cn1	-1	2	-3.2	-3	16	5	-6	97	-0.3	0.1
COc1cc(S(=O)(=O)n2ccc(C)n2)c(C)cc1C	0	0	-2.0	-2	1	-1	-1	97	-0.8	-0.3
CN(Cc1cccs1)C(=O)COc1ccc(-c2nnco2)cc1	x	0	1.1	-7	-1	-1	2	94	2.4	-0.1
Cc1oc(-c2ccccc2F)nc1CS(=O)(=O)CC(=O)NCCN1CCCC1	-1	0	-3.8	2	5	-2	-2	103	-0.4	-0.1
CCOC(=O)c1[nH]ncc1CN1CCc2ccc(NC(=O)C3CCCO3)cc2C1 (stereo not drawn)	1	6	-2.4	-1	0	-1	-1	91	-0.1	-0.2
Cc1cccc(C(C)C)c1NC(=O)COC(=O)Cc1ccsc1	3	2	-2.4	0	7	4	1	102	-0.7	0.0
COc1ccccc1C1=CC(=O)CC(C)(C)C1=O	2	7	-1.0	21	8	-1	-2	96	8.8	-0.1
CCS(=O)(=O)c1ccc(O)c(NC(=O)Nc2ccc(C(C)(C)C)cc2)c1	1	-5	0.3	4	3	-4	-2	94	-0.7	0.0
CN(C(=O)COc1ccccc1)c1ccc([N+](=O)[O-])cc1	1	-1	-0.9	0	0	-6	-6	96	5.7	0.1
COc1cccc(-c2nc(S(=O)(=O)c3ccccc3)c(N3CCOCC3)o2)c1	1	-2	-0.8	7	6	0	-2	88	0.8	0.0
CC(C)(C)c1ccc(COC(=O)CNC(=O)CNC(=O)Cc2ccccc2)cc1	0	-1	0.8	2	17	0	-1	98	-0.9	-0.1
O=C(c1ccc(-c2ccc(Cl)cc2)o1)N1CCN(c2ccc([N+](=O)[O-])cc2Cl)CC1	-8	-5	-0.9	-14	-3	2	2	97	-1.2	1.2
CCOC(=O)C1=CN(CC)S(=O)(=O)NC1c1ccc2ccccc2c1 (stereo not drawn)	-1	2	-4.0	1	6	-2	7	96	-0.6	0.1
CC(=O)c1ccc(N=C2NC(=O)C(CO)(CO)S2)cc1	1	2	-0.2	1	-1	8	0	103	-0.8	-0.1
O=C(Nc1ncc(Cc2ccccc2Cl)s1)c1ccc(-c2cccc([N+](=O)[O-])c2)o1	-4	0	-3.9	-3	4	-2	0	98	-2.8	0.0
C/C(Cc1ccccc1)=N\NC(=O)C1CCCCC1	3	3	-1.6	2	8	-4	4	92	-1.6	-0.2
COc1ccc(C)cc1NC(=O)CN1CCN(C/C=C/c2ccccc2)CC1	-1	-2	0.3	5	5	-9	2	96	2.8	0.0
O=C(/C=C/c1ccccc1)Nc1sc2c(c1C(=O)O)CCC2	1	-5	-0.5	-6	22	-5	4	102	-0.6	0.0
CCCc1nc2cc(Cl)c([N+](=O)[O-])cc2o1	1	6	-3.0	-9	4	-2	0	97	-0.5	0.1
CC(=O)Nc1cc(NC(C)=O)c(CC(C)C)s1	1	4	-1.0	-5	0	-2	2	89	2.3	-0.1
Cc1cc(Cl)ccc1OCC(=O)Nc1ccc(CN2CCOCC2)cc1	-3	-6	-3.1	0	7	0	-2	97	1.6	0.1
Cn1cnc2c1c(=O)n(Cc1ccccc1C#N)c(=O)n2C	2	-5	0.9	-3	1	-1	-10	97	-0.3	0.1
Cc1ccc(-n2nc(C)c3c(C)cc(=O)[nH]c32)cc1	0	-5	0.0	5	7	-3	-2	99	22*	0.2
COC(=O)CSCC(=O)Nc1cc2c(cc1C(C)=O)OCO2	2	7	-0.7	2	4	-5	4	97	5.9	0.7
c1ccc(C[C@H]2CN=C(Nc3ccccc3)N2CCCC2CCCC2)cc1	4	-12	2.3	-8	4	6	13	100	-3.7	1.1
O=C(COc1ccc(S(=O)(=O)N2CCOCC2)cc1)NC1CCCCC1	2	7	-4.4	-4	-5	-4	3	96	3.2	0.1
COc1cc(/C=N/n2c(C)nc3ccccc3c2=O)ccc1O	-2	6	-0.8	4	19	-6	3	100	-0.4	-0.1
O=C(CN(C(=O)CNC(=O)c1cccs1)c1ccc2c(c1)OCCO2)NC1CCCC1	1	2	-0.4	3	9	0	8	84	0.5	-0.2
O=S(=O)(CC(O)CS(=O)(=O)c1ccc(Cl)cc1)c1ccccc1 (stereo not drawn)	3	x	x	4	x	-17	x	99	0.1	-0.2
COc1ccc(-n2c(=O)[nH]cc(C(=O)N3CCCc4ccccc43)c2=O)cc1	1	-4	-1.2	-4	1	1	6	93	-0.6	-0.3
O=C(c1ccc(Cl)cc1)N1CCN(c2ncccn2)CC1	2	-1	-0.7	2	-2	7	4	83	-0.5	0.0
CCn1cc(CNC(=O)NC2CCCCC2)c(C)n1	3	1	-0.6	-1	-7	4	3	96	-1.6	-0.2
NC(=O)c1ccccc1N/C=C/C(=O)c1ccc(Cl)cc1Cl	-12	7	1.8	-30	9	3	1	106	-3.2	0.5
COc1cccc(C(C)NC(=O)Nc2cc(Cl)ccc2OC)c1 (stereo not drawn)	-4	-5	-2.8	4	3	-3	-1	122	-0.7	0.1
O=c1cc(-c2ccc(O)cc2)oc2c(O)c(O)c(O)c(O)c12	0	1	1.4	-3	-1	2	34*	93	-2.6	-0.1
Cc1ccc(C2c3[nH]c4ccccc4c3C[C@H]3C(=O)N(c4ccccc4C(=O)NCCCN4CCOCC4)C(=O)N23)cc1 (stereo partly drawn)	1	-1	-1.5	35	10	4	7	98	-0.2	-0.1
O=C(CCCCC(=O)Nc1ccccc1Cl)Nc1ccccc1Cl	4	-5	1.3	4	-10	-19	0	103	0.1	0.0
Cc1ccccc1-n1nnnc1SCC(C)C	0	3	0.6	1	16	0	7	103	-2.5	-0.2
Cc1nc2ccccn2c1CN(C)C(=O)C1CCC(=O)N(Cc2cccc(F)c2)C1 (stereo not drawn)	1	0	-1.8	1	6	-2	2	93	-0.1	-0.2
O=C(N=C1SC2CS(=O)(=O)CC2N1c1ccccc1Cl)C1CCCO1 (stereo not drawn)	1	-2	-0.8	11	10	-5	0	107	0.3	-0.3
Cc1ccc(C(=O)c2c3ccccc3[n+]([O-])n2CCC(=O)O)cc1	2	-1	0.2	2	-4	0	2	96	-0.6	0.1
CN1CCC(N(C)C(=O)c2cccc(S(=O)(=O)N3CCc4ccccc43)c2)CC1	1	-7	0.1	7	0	-1	-1	100	3.2	-0.2
O=S(=O)(Nc1cccc(-c2cn3c(n2)SCC3)c1)c1ccccc1F	-1	-3	-0.2	8	1	-5	-5	103	-0.5	-0.2

Fetched by compound from above, three records:
SMILES	Glyco luc inh	HTR2A ag	MC4R ag barr	H9c2 protect	MC4R antag cAMP	Exocytosis inh	ABHD5-PLIN5 inh	ABCB6 inh MLPCN	hiPSC survival	aDG glyco up
CN1CCC(N(C)C(=O)c2cccc(S(=O)(=O)N3CCc4ccccc43)c2)CC1	1	-7	0.1	7	0	-1	-1	100	3.2	-0.2
O=S(=O)(Nc1cccc(-c2cn3c(n2)SCC3)c1)c1ccccc1F	-1	-3	-0.2	8	1	-5	-5	103	-0.5	-0.2
Cc1nc2ccccn2c1CN(C)C(=O)C1CCC(=O)N(Cc2cccc(F)c2)C1 (stereo not drawn)	1	0	-1.8	1	6	-2	2	93	-0.1	-0.2

Next part:
SMILES	Glyco luc inh	HTR2A ag	MC4R ag barr	H9c2 protect	MC4R antag cAMP	Exocytosis inh	ABHD5-PLIN5 inh	ABCB6 inh MLPCN	hiPSC survival	aDG glyco up
Cn1c(=S)c2[nH]c(SCC3CCCO3)nc2n(C)c1=O (stereo not drawn)	0	1	-1.3	2	4	-4	1	94	1.5	0.5
O=C(OCC(=O)N1CCCC1)c1cc2c(cc1[N+](=O)[O-])OCCO2	3	-4	-2.3	7	8	-9	1	100	-0.5	-0.1
C/C(=N/N1CCN(c2ccccn2)CC1)c1cccc([N+](=O)[O-])c1	2	4	0.5	6	6	1	-28	100	-0.2	-0.3
CCOC(=O)CC1(c2ccc(OC)c(OC)c2)C(=O)c2ccccc2C1=O	3	2	0.8	2	3	-7	-2	98	-0.4	0.2
O=C(OCc1ccc(Br)cc1)c1cccc(S(=O)(=O)N2CCCC2)c1	-4	-6	-1.9	-7	-1	4	-1	93	-0.2	0.5
CCOC(=O)c1cc(C#N)c(Oc2ccccc2OC)nc1-c1ccccc1	1	-2	0.6	-12	8	-1	4	89	-1.7	0.5
